KLK7 zymogen act: activators of human kallikrein-7 zymogen; P49862; purified proKLK7, EDANS-DABCYL substrate fluorescence; 100% is mature enzyme control, 0% vehicle; activation, % at 7 µM; hit rate 0.9% among 370,000; AID 652039;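 active = activation above the mean of all tested compounds plus 3 SD, computed per campaign excluding outliers beyond control limits, cut at about 13% in these data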
Target sequence (P49862 whole entry, looked up): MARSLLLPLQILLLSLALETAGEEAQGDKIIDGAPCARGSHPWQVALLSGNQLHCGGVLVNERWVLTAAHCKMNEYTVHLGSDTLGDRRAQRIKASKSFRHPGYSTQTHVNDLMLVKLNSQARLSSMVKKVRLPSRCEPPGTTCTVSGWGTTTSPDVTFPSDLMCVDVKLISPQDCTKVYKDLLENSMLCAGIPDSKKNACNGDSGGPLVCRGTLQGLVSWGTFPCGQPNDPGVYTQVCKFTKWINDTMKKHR
PLC-gamma1 inh: inhibitors of human phospholipase C gamma1; purified PLC-gamma1, fluorogenic substrate, fluorescence; AID 720700; hit rate 0.84% among 370,000; inhibition, % at 12.2 µM; in the data active = inhibition above about 9.5%
UHRF1 MBD2 ctr: blocks human UHRF1 binding to methylated DNA | hit rate 0.75% among 370,000 | Q96T88 | UHRF1 binding to methylated oligo, TR-FRET | AID 687016 | inhibition, % at 4.4 µM; in the data active = inhibition above about 21%;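 also: UHRF1 SRA domain binding a hemimethylated CpG hairpin DNA probe; 0% = median of test compound wells and 100% = reference inhibitor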
ASAP1 inh: blocks human ASAP1-stimulated Arf1 GTP hydrolysis; Q9ULH1; AID 624377; GDP FP detection; inhibition, % at 16.5 µM; hit rate 0.19% among 360,000; in the data active = inhibition above about 25%;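 also: 0% = vehicle with enzyme and substrate and 100% = no enzyme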
Rev-erbA mod: modulates human Rev-erb alpha binding to DNA; P20393; Rev-erbα–FITC-DNA binding, fluorescence polarization, 90 min; activity, % at 10 µM; hit rate 0.79% among 370,000; AID 1259318;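 active = activity above about 14%, limit read from the data; passing the limit was not always enough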;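 also: 0% = DMSO wells with 35 nM protein and 100% = DMSO wells with 750 nM protein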
Target sequence (P20393 whole entry, looked up): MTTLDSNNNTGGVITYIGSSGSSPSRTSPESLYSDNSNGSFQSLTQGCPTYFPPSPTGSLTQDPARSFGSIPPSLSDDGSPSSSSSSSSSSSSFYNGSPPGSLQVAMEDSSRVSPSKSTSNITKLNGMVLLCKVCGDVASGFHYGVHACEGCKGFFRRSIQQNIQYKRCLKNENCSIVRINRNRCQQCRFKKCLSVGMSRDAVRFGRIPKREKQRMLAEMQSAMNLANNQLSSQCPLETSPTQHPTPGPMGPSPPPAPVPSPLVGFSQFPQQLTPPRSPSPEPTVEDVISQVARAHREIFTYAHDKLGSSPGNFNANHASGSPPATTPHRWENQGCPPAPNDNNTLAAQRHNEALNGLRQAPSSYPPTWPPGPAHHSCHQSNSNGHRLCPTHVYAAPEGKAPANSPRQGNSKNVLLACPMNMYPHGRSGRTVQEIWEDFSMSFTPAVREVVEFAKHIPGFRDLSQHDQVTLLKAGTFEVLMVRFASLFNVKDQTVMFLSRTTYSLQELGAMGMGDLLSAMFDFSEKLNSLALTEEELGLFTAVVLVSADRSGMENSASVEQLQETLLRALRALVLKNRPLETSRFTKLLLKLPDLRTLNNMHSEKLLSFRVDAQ
PLC-beta3 inh: inhibitors of human phospholipase C beta3; inhibition, % at 12.2 µM; hit rate 0.18% among 370,000; Purified PLC-beta3, fluorogenic substrate, fluorescence; in the data active = inhibition above about 11%;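 also: 0% = median of compound wells on plate and 100% = full blocker control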
Tn7 DDE FP: inhibitors of Tn7 peptide binding to human fibrin DD(E). FP displacement of FITC-Tn7 peptide from fibrin DD(E); 0% = median of compound wells per plate. inhibition, % at 8.3 µM. hit rate 0.13% among 370,000. AID 720508;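 active = inhibition above the mean of compounds falling within the control limits plus 3 SD of them, cut at about 14% in these data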;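 also: 0% = plate median of compound wells and 100% = 10 µM Aha-Tn7 peptide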
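Assay system: human fibrin DD(E). Input: DD(E) 2 µM final. Medium: Tris buffer with calcium and detergent, pH 7.8. Compound dosing: single point at 8.3 µM. Timing: 10 min plus 3 h, room temperature. Technique: fluorescence polarization of the labelled Tn7 tracer. Read-out: percent inhibition. Replicates: singlicate testing.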
HGIII-sPLA2 inh: Blocks human group III sPLA2 activity. QFRET BODIPY PC-A2 liposome hydrolysis, fluorescence. hit rate 0.56% among 370,000. inhibition, % at 12.2 µM. AID 743126. Q9NZ20;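 active = inhibition above mean plus 3 SD of compounds lying within the high and low control bounds, cut at about 19% in these data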;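 also: 0% = median of test compound wells and 100% = no enzyme DMSO wells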
ARFGAP1 inh: inhibitors of rat ARFGAP1. hit rate 0.26% among 360,000. AID 651572. Arfgap1-stimulated ARF1 GTP hydrolysis, GDP FP detection. inhibition, % at 16.5 µM. Q62848;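 active = inhibition above a per-plate limit, mean inhibition of low control wells plus 3 SD, cut at about 25% in these data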;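 also: 0% = DMSO wells with enzyme and 100% = wells lacking Arfgap1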
Target sequence (Q62848 1-136 limits assumed): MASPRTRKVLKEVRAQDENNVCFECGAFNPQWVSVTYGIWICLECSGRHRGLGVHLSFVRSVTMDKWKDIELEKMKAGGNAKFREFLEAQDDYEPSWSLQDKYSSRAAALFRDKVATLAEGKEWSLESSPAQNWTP
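Material: rat Arfgap1 GAP domain (His6, aa 1-136), purified enzyme. Also added: human ARF1(Δ1-17)-GTP substrate. Compound dosing: 16.5 µM single point, 1.26% DMSO. Timing: enzyme reaction 120 min at 25 °C after 20 min preincubation. Signal: GDP detection by fluorescence polarization. Read-out basis: percent inhibition of GAP-stimulated GDP formation, scaled between DMSO and no-Arfgap1 medians.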
DDE Tn6 FP inh: DD(E)-Tn6 binding inhibition, primary FP screen. Fibrin DD(E) TRITC-Tn6 fluorescence polarization displacement. inhibition, % at 8.3 µM. hit rate 0.21% among 370,000. AID 720509;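 active = inhibition above a per-campaign cutoff: mean of compounds within control limits plus 3 SD, cut at about 15% in these data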;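 also: 0% = median of all compound wells on the plate and 100% = blocking peptide control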
The depositor's hits bear a star; nt = no result given.

SMILES	KLK7 zymogen act	PLC-gamma1 inh	UHRF1 MBD2 ctr	ASAP1 inh	Rev-erbA mod	PLC-beta3 inh	Tn7 DDE FP	HGIII-sPLA2 inh	ARFGAP1 inh	DDE Tn6 FP inh
CC(=O)c1ccccc1N(C(=O)c1ccco1)C(C(=O)NC1CCCC1)c1ccc(N2CCOCC2)cc1 (stereo not given)	0.2	2	-2	2	-1	-3	-4	-4	-2	0
O=C(CC1NCCNC1=O)Nc1ccc2c(c1)OCCO2 (stereo not given)	0.5	1	-1	-6	-5	3	3	7	3	1
CN(Cc1ccccc1)C(=O)c1ccc(NC(=O)Cc2ccc(NC(=O)C3CCCN(C(=O)C4CCCCC4)C3)cc2)cc1 (stereo not given)	0.2	7	3	9	0	3	-2	-37	3	1
CCOC(=O)C1CCN(C(=O)CS(=O)(=O)Cc2nc(-c3ccccc3Cl)oc2C)CC1	-0.1	0	3	-6	-2	-1	13	-18	-5	-3
Cc1ccc(S(=O)(=O)N2CCC(C(=O)OCC(=O)N(Cc3ccccc3)C(C)C)CC2)cc1C	0.6	-1	3	3	11	-2	2	8	3	-2
Nc1cc(N)nc(SCC(=O)N2CCN(C(=O)c3ccco3)CC2)n1	-0.2	1	-5	-4	0	-1	1	0	11	3
COc1cc(C2C(C#N)=C(N)Oc3c2ccc2ccccc32)ccc1OCC(=O)Nc1ccccc1C (stereo not given)	1.7	-13	-2	9	-7	-16	-5	-27	17	-6
N[C@@H](Cc1ccccc1)C(=O)N1CCC(C(=O)N[C@@H](CCC(=O)O)C(=O)O)CC1	-0.1	0	1	-8	4	-7	6	6	-4	1
O=C(Nc1ccc(Cl)c(Cl)c1)N1CCOCC1	-0.6	-2	-1	16	-5	-4	3	3	-2	-10
COC(=O)C1CCN(C(=O)Cc2ccc(OC)c(OC)c2)CC1	0.5	-2	-2	-2	1	-1	-4	4	11	-3
C[C@@H]1CN([C@H](C)CO)C(=O)Cc2cc(NC(=O)CCC(F)(F)F)ccc2O[C@@H]1CN(C)C(=O)NC1CCCCC1	-0.8	-3	1	-5	-6	2	-3	2	16	-3
O=C(CSCc1nc2scc(-c3cccs3)c2c(=O)[nH]1)Nc1ccccn1	-0.8	-15	-2	-2	-1	-29	-7	0	6	1
CN(C)c1nnnn1-c1cccc(Oc2ncc(C(F)(F)F)cc2Cl)c1	0.0	7	2	4	-3	1	-2	7	-2	-1
Cc1nc2cc(-c3ccccc3)nn2c(C)c1CCC(=O)NCc1ccco1	0.4	-128	1	2	0	-171	4	-8	2	-3
COc1ccc(COC(=O)C2CCN(S(=O)(=O)c3ccc(C)cc3)CC2)cc1	0.6	3	3	-6	-1	-1	-2	0	3	-12
COc1ccc(Br)c(OC)c1C(=O)NC(=O)Nc1nc(C)cc(C)n1	-0.4	2	3	1	0	-5	1	13	-2	6
Cc1ccc(C)c(NC(=O)C2CC(O)CN2C(=O)OC(C)(C)C)c1 (stereo not given)	-0.1	0	-1	0	4	3	5	4	7	11
CC(=O)Nc1ccc(N/C=C/C(=O)C(C)(C)C)cc1	-0.5	-5	3	11	-2	-4	-4	2	4	2
O=S(=O)(NCc1cccs1)c1cccc2cccnc12	-0.6	7	-2	1	4	0	10	-4	-12	0
O=C(Nc1cccnc1)c1ccccc1F	0.4	-3	-1	1	-1	-1	-2	2	-3	-3
CN(Cc1ccccc1)Cc1cc(=O)oc2ccc3ccccc3c12	-7.5	-19	-2	12	8	-28	-2	-10	3	-7
Cc1nc(N=C(N)N)nc2c(C)cccc12	-0.6	-11	4	6	-5	-19	-5	2	11	1
Cc1ccc(C(=O)NN(CCC(=O)NC(C)(C)C)C2=NS(=O)(=O)c3ccccc32)cc1	0.3	6	4	7	-1	0	-2	11	7	5
Cc1nn(CC(=O)Nc2ccc3c(c2)OCCO3)c(C)c1[N+](=O)[O-]	-0.3	1	-2	12	-1	0	-3	-3	17	-6
CCOC(=O)CCc1c(C)nc2c(c(C)nn2-c2ccccc2)c1C	-0.3	0	1	-5	-2	-3	6	0	8	-3

Part of the list above, with each value named.
canonical_smiles: O=C(CC1NCCNC1=O)Nc1ccc2c(c1)OCCO2 (stereo not given)
- KLK7 zymogen act = 0.5
- PLC-gamma1 inh = 1
- UHRF1 MBD2 ctr = -1
- ASAP1 inh = -6
- Rev-erbA mod = -5
- PLC-beta3 inh = 3
- Tn7 DDE FP = 3
- HGIII-sPLA2 inh = 7
- ARFGAP1 inh = 3
- DDE Tn6 FP inh = 1

canonical_smiles: CN(Cc1ccccc1)C(=O)c1ccc(NC(=O)Cc2ccc(NC(=O)C3CCCN(C(=O)C4CCCCC4)C3)cc2)cc1 (stereo not given)
- KLK7 zymogen act = 0.2
- PLC-gamma1 inh = 7
- UHRF1 MBD2 ctr = 3
- ASAP1 inh = 9
- Rev-erbA mod = 0
- PLC-beta3 inh = 3
- Tn7 DDE FP = -2
- HGIII-sPLA2 inh = -37
- ARFGAP1 inh = 3
- DDE Tn6 FP inh = 1

A draw from above in order of length of the SMILES, falling:
SMILES	KLK7 zymogen act	PLC-gamma1 inh	UHRF1 MBD2 ctr	ASAP1 inh	Rev-erbA mod	PLC-beta3 inh	Tn7 DDE FP	HGIII-sPLA2 inh	ARFGAP1 inh	DDE Tn6 FP inh
C[C@@H]1CN([C@H](C)CO)C(=O)Cc2cc(NC(=O)CCC(F)(F)F)ccc2O[C@@H]1CN(C)C(=O)NC1CCCCC1	-0.8	-3	1	-5	-6	2	-3	2	16	-3
CN(Cc1ccccc1)C(=O)c1ccc(NC(=O)Cc2ccc(NC(=O)C3CCCN(C(=O)C4CCCCC4)C3)cc2)cc1 (stereo not given)	0.2	7	3	9	0	3	-2	-37	3	1
Cc1ccc(S(=O)(=O)N2CCC(C(=O)OCC(=O)N(Cc3ccccc3)C(C)C)CC2)cc1C	0.6	-1	3	3	11	-2	2	8	3	-2
Cc1ccc(C(=O)NN(CCC(=O)NC(C)(C)C)C2=NS(=O)(=O)c3ccccc32)cc1	0.3	6	4	7	-1	0	-2	11	7	5
CCOC(=O)C1CCN(C(=O)CS(=O)(=O)Cc2nc(-c3ccccc3Cl)oc2C)CC1	-0.1	0	3	-6	-2	-1	13	-18	-5	-3
COc1ccc(COC(=O)C2CCN(S(=O)(=O)c3ccc(C)cc3)CC2)cc1	0.6	3	3	-6	-1	-1	-2	0	3	-12
CN(C)c1nnnn1-c1cccc(Oc2ncc(C(F)(F)F)cc2Cl)c1	0.0	7	2	4	-3	1	-2	7	-2	-1
COC(=O)C1CCN(C(=O)Cc2ccc(OC)c(OC)c2)CC1	0.5	-2	-2	-2	1	-1	-4	4	11	-3
CC(=O)Nc1ccc(N/C=C/C(=O)C(C)(C)C)cc1	-0.5	-5	3	11	-2	-4	-4	2	4	2
O=C(Nc1ccc(Cl)c(Cl)c1)N1CCOCC1	-0.6	-2	-1	16	-5	-4	3	3	-2	-10
O=C(Nc1cccnc1)c1ccccc1F	0.4	-3	-1	1	-1	-1	-2	2	-3	-3

New compounds follow
SMILES	KLK7 zymogen act	PLC-gamma1 inh	UHRF1 MBD2 ctr	ASAP1 inh	Rev-erbA mod	PLC-beta3 inh	Tn7 DDE FP	HGIII-sPLA2 inh	ARFGAP1 inh	DDE Tn6 FP inh
O=C(C[n+]1cccc(CNC(=O)c2ccc(OC(F)F)cc2)c1)Nc1cccc(C(F)(F)F)c1	0.3	0	-2	-6	1	12*	2	-72	3	8
COc1ccc(N/N=C(\C#N)C(=N)N2CCCCC2)cc1	-0.1	0	-2	-8	-2	-1	1	8	9	-8
CC1=NN(C(N)=S)C(=O)C1N=Nc1ccccc1Cl (stereo not given)	-0.4	0	-23	-8	4	-6	3	-1	1	-2
O=[N+]([O-])c1ccccc1S(=O)(=O)Oc1ccc(/C=N/n2cnnc2)cc1	-0.2	2	0	7	-6	3	2	-3	0	3
COC(=O)C1=CN(Cc2ccc(OC)c(OC)c2)C=C(C(=O)OC)C1c1ccc(O)cc1	21*	-382	1	15	3	-434	-2	-8	21	-8
O=C(NCc1ccccn1)c1c(O)c2cccc3c2n(c1=O)CC3	0.3	-3	3	-8	3	-2	1	16	4	-8
Cc1ccc(F)cc1NC(=O)COC(=O)C1CC2CCCC(C1)C2=O (stereo not given)	-0.2	-1	-1	10	4	1	1	5	-1	5
CCOC(=O)Cn1c(=NC(=O)C(C)C)sc2c(C)cc(C)cc21	0.2	1	1	-8	0	-11	1	11	-2	-1
Cc1cccc(C(C)C)c1NC(=O)C(C)OC(=O)Cc1n[nH]c(=O)c2ccccc12 (stereo not given)	-0.2	4	-1	7	3	-1	2	-7	-4	-3
O=C(CCN1C(=O)c2cccnc2C1=O)NC1CCCCCC1	-0.1	1	-2	1	-6	-3	-3	-2	13	4
CN1CCN(S(=O)(=O)c2ccc(N3CCc4ccccc4C3)nc2)CC1	-0.5	-1	0	-9	3	-1	-1	-1	5	7
CCOc1cc(CN2CCSCC2)ccc1O	0.3	1	3	-2	-4	0	-2	4	14	-4
COc1cc(/C=C/C(=O)NC(=O)c2ccccc2O)ccc1OC(C)=O	0.8	-33	1	-6	1	-46	7	-12	4	5
CC(=O)c1ccc(OCc2cc(C(=O)N3CCC[C@H]3CO)no2)cc1	-0.4	2	2	1	1	-6	10	3	11	-1
C#CCOc1c(Cl)cc(/C=C2/C(=O)ON=C2C)cc1OC	-0.4	-1	4	4	0	-11	4	4	4	-10
O=C(NCCCc1ccccc1)[C@H](CO)NC1(C(=O)NCCc2c[nH]c3ccccc23)CCCCC1	nt	0	3	nt	-8	-1	0	-82	nt	4
CC(=O)Oc1ccc2c(c1)C(=O)CCCCCC(=O)O2	2.4	-3	0	-2	0	-8	-4	-1	6	0
COc1cc(C(=O)OCCCN2CCCN(CCCOC(=O)c3cc(OC)c(OC)c(OC)c3)CC2)cc(OC)c1OC	0.3	3	-1	22	0	4	-7	-7	0	5
O=C(CNc1cccc2ccccc12)N/N=C/c1ccc([N+](=O)[O-])cc1	-0.7	-11	-4	-8	0	-15	0	1	-2	-4
Oc1ccccc1N1CCN(c2nc(-c3cccs3)nc3ccccc23)CC1	-0.3	-17	1	4	0	-40	6	3	4	-3
O=C(/C(C=Nc1cccc(C(F)(F)F)c1)=C(/O)c1ccco1)C(F)(F)F	0.3	1	2	5	-4	7	-2	-3	8	3
CC(C)NC(=S)Nc1ccc(S(=O)(=O)Nc2ncccn2)cc1	0.0	6	0	-15	-8	3	1	1	-8	2
COc1ccc(S(=O)(=O)N2CCCCC2C(=O)O)cc1OC (stereo not given)	0.2	1	1	-3	-5	2	3	-2	11	-3

Screens: PubChem, several laboratories
